Pf Dd2 inh: qHTS Primary assay for Inhibitors of Plasmodium falciparum Dd2 growth in vitro | P. falciparum Dd2 growth, SYBR Green, 72 h | Potency, µM (doses to about 28.9 µM), for the others: top-dose activity, negative = inhibition, hits mostly inhibitors | actives 4.3% (n = 120,000) | AID 1347417, 2020; active means well fitted inhibition curve with a large enough effect; inconclusive means small, poorly fitted or top-dose-only effect; inactive means no such curve, though single readings can be large or run the other way;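 further: plate controls were DMSO vehicle for no effect and reference drug for full effect; nearly all actives have a fitted effect of over 65% in size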
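Readout: SYBR Green fluorescence, 485 nm excitation, 535 nm emission, after ~16 h lysis at 37C. Before that, Dd2-infected red cells (2.5% hematocrit) grew 72 h with compound, 29 uM top final concentration.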
* hit, by the source's call; i = inactive; ? = inconclusive; [ ] = remark or other dose. Potency means the concentration at half of the fitted maximal effect.

SMILES	Pf Dd2 inh
Cc1cccc(CCNC(=O)C2N(C(C)C)C(=O)C23CCCC3)c1 (stereo unspecified)	-18%
C=CCNC(=O)c1cnn2c1CN(C(=O)OC)CC2	8%[44.1 µM]
O=C(c1ccccc1)N1CCCN(c2cc(-c3ccc(Cl)cc3)[nH]n2)CC1	0%
COc1ccc(NC(=O)CN2C(=O)NC(c3ccc(Cl)cc3)C3=C2COC3=O)cc1Cl (stereo unspecified)	-5%
O=c1c2oc3ccccc3c2n(Cc2cccc(F)c2)c(=O)n1Cc1ccco1	?
COc1ccc(NC(=O)c2sc3nc4c(cc3c2N)CCCCCC4)cc1OC	46%[activator]
COc1cccc(-c2cc3c(=O)n(CCNC(=O)Cc4c[nH]c5ccccc45)ccn3n2)c1	i
O=C(Nc1ccc(F)cc1F)N1CCN(c2ccc(Cl)c(Cl)c2)CC1	32%[activator]
Cc1ccc(C(=O)Nc2ccc3oc(-c4ccc(C(C)(C)C)cc4)nc3c2)cc1	?
Cc1noc(C)c1-c1cc2c(cc(-c3ccccc3)n2C)c(-c2cccnc2)n1	?
COc1ccccc1N1CCN(c2cc(C)nc3nncn23)CC1	i
Cc1ccc(S(=O)(=O)Cc2noc([C@@H]3C[C@@H](O)CN3Cc3cccc(C#N)c3)n2)cc1	9%
CCOc1ccccc1CNC(=O)c1cnc2c(-c3ccc(OCC)c(OCC)c3)c(C)nn2c1C	?
COc1ccc(-c2ccc3ncc(Nc4ccccc4F)n3n2)cc1OC	?
Cc1cc(C)c(C(=O)NCC(N)=O)c(=O)[nH]1	-11%
O=C1NCc2ccccc2CC12CCN(Cc1ccccc1Cl)CC2	-13%
Cc1nc2ncnn2c(C)c1CCC(=O)N1CCN(c2cccc(Cl)c2)CC1	7%
CCCN(CCC)CCNC(=O)Cn1cnc2sc(C)c(S(=O)(=O)N3CCC(C)CC3)c2c1=O	6%
CCN(C(=O)CN1C(=O)NC2(CCOCC2)C1=O)c1cccc(C)c1	i
CCN(CCCNC(=O)c1cc2c(=O)n(C)c3ccccc3c2s1)c1ccccc1	13%[5.79 µM]
O=C(c1cn[nH]c1)N1CC2(C1)CN([S+](=O)([O-])c1ccc(OC(F)(F)F)cc1)CC2COc1ccccc1 (stereo unspecified)	-5%
O=C1CO[C@H](c2ccc(NS(=O)(=O)c3cccc(F)c3)cc2)[C@@H](CO)N1Cc1ccncc1	i
CN(C)C[C@@H]1CN(c2ncccn2)C[C@H]1NC(=O)c1cc2ccccc2[nH]1	?
CCC1=Nc2cc(C(=O)NCCCOC)ccc2Sc2ccc(Br)cc21	-28%
Cc1nn(-c2ccc(C(C)(C)C)cc2)c(C)c1[C@@H]1C=C[C@@H](NC(=O)CCC(=O)O)C1	-18%[44.1 µM]

In a second layout: six of the compounds above.
Structure | Pf Dd2 inh
CCOc1ccccc1CNC(=O)c1cnc2c(-c3ccc(OCC)c(OCC)c3)c(C)nn2c1C | ?
COc1ccccc1N1CCN(c2cc(C)nc3nncn23)CC1 | i
O=C(c1ccccc1)N1CCCN(c2cc(-c3ccc(Cl)cc3)[nH]n2)CC1 | 0%
COc1cccc(-c2cc3c(=O)n(CCNC(=O)Cc4c[nH]c5ccccc45)ccn3n2)c1 | i
CCN(C(=O)CN1C(=O)NC2(CCOCC2)C1=O)c1cccc(C)c1 | i
Cc1noc(C)c1-c1cc2c(cc(-c3ccccc3)n2C)c(-c2cccnc2)n1 | ?

Some values from the list:
Reading of `O=C1NCc2ccccc2CC12CCN(Cc1ccccc1Cl)CC2` under Pf Dd2 inh: -13%
Reading of `CCN(CCCNC(=O)c1cc2c(=O)n(C)c3ccccc3c2s1)c1ccccc1` under Pf Dd2 inh: 13%[5.79 µM]

New compounds follow
SMILES	Pf Dd2 inh
COC(=O)c1cn([C@H]2CO[C@H]3[C@@H]2OC[C@@H]3NC(=O)NC2CCCCC2)nn1	6%[44.1 µM]
Cc1ccc(-c2noc([C@@H]3Cc4nc[nH]c4CN3C(=O)Nc3ccc(Cl)cc3)n2)cc1	?
COc1ccc(-c2[nH]nc3ncc(C(=O)Nc4ccn(C)n4)nc23)c(C)c1	-1%[44.1 µM]
CC(=O)NCCC(=O)N1Cc2ccccc2CC2(CCCN(CC3CCCC3)C2)C1 (stereo unspecified)	-18%
CCC(=O)N1c2ccc(S(=O)(=O)N3CCN(c4ccccc4)CC3)cc2CC1C (stereo unspecified)	20%
Cc1ccc2nc(N(Cc3cccnc3)C(=O)c3ccco3)sc2c1	10µM*
CCc1cc(=O)n(CC(=O)Nc2ccc(OC)c(OC)c2)c(N2CCOCC2)n1	i
Cc1cn2nc(C(=O)Nc3ccc4c(c3)OCCO4)cc2c(N2CCSCC2)n1	i
CCOC(=O)c1ccc(NC(=O)CC2CCCCN(C)C2=O)cc1 (stereo unspecified)	-21%
COc1ccc2c(c1)CC(C(=O)NCc1ccc(F)cc1)CO2 (stereo unspecified)	20%
COCC1CN(C)CC12CCN(C(=O)CC1=CCCCC1)CC2 (stereo unspecified)	?
CCc1ccccc1NC(=O)C1c2ccccc2C(=O)N(CCOC)C12CCCC2 (stereo unspecified)	i
O=C(O)c1ccccc1CN1CC(COc2ccccc2)C2(C1)CN(c1ccccc1)C2 (stereo unspecified)	i
Cc1ccc(N2C(=O)c3oc4cc(C)c(C)cc4c(=O)c3C2c2cccc(O)c2)nc1 (stereo unspecified)	?
COc1ccc(OCC(=O)N2CCN(Cc3cc(=O)n4nc(-c5ccc(OC)cc5)sc4n3)CC2)cc1	?
O=C(NCCCN1CCCCC1)C1CN(S(=O)(=O)c2cccnc2)CC12CCCCC2 (stereo unspecified)	?
Cc1ccc(C2C=C(c3ccccc3)Nc3nc(NS(=O)(=O)c4ccc(C)cc4)nn32)cc1 (stereo unspecified)	-14%
COCC1CN(C2CCC2)CC12CCN(C(=O)c1ccc(OC)c(F)c1)CC2 (stereo unspecified)	5µM*
COc1ccc(-c2cc(C[C@H]3CNCC[C@H]3CC(=O)N3CCN(c4ccccc4OC)CC3)no2)cc1	-26%
Cc1ccc(C(=O)N2CCN(C(=O)c3nnn4c3COC(c3ccc(Cl)cc3)C4)CC2)s1 (stereo unspecified)	2.8µM*
Cc1ccc(C(=O)N2CCC(C(=O)N3CCCCCCNC(=O)CC3)CC2)s1	i
CCOC(=O)c1ccc(NC(=O)Cn2nc(SC)c(S(=O)(=O)c3ccc(Cl)cc3)c2N)cc1	11µM*
Cc1ccc(-n2ncc(C(=O)NCCN3CCC(Cc4ccccc4)CC3)c2C2CCN(C(=O)OC(C)(C)C)CC2)cc1	3.2µM*
O=C(O)C1(Oc2ccc3ncccc3c2)CCN(Cc2ncc[nH]2)CC1	-5%
CCNC(=O)N1CCC(Cc2ccc(C(=O)NCCc3c[nH]c4ccccc34)cc2)CC1	?

Part of the list above, set out differently:
molecule: Cc1ccc(C(=O)Nc2ccc3oc(-c4ccc(C(C)(C)C)cc4)nc3c2)cc1
  Pf Dd2 inh = ?
molecule: Cc1noc(C)c1-c1cc2c(cc(-c3ccccc3)n2C)c(-c2cccnc2)n1
  Pf Dd2 inh = ?
molecule: COc1ccccc1N1CCN(c2cc(C)nc3nncn23)CC1
  Pf Dd2 inh = i
molecule: Cc1ccc(S(=O)(=O)Cc2noc([C@@H]3C[C@@H](O)CN3Cc3cccc(C#N)c3)n2)cc1
  Pf Dd2 inh = 9%

New compounds follow:
SMILES	Pf Dd2 inh
CCOc1ccccc1NC(=O)c1ccc2c(c1)CCCN2S(C)(=O)=O	-16%
CCCS(=O)(=O)N1C[C@@H](C(=O)NC)[C@H](c2n[nH]c(C)n2)C1	25%
CNC(=O)[C@H]1C[C@H](Oc2cccnc2)CN1S(=O)(=O)c1ccc(F)cc1	9%
COc1ccc(OCc2nc3c(n2Cc2ccccc2)C(=O)N(Cc2ccccc2)CCN3)cc1OC	i
Cc1ccc(NC(=O)c2c(NC(=O)C(F)(F)F)sc3c2CCCCC3)cc1	4µM*
CC(C)c1ccc(CC(=O)N2CCCc3ncc(C(=O)NCc4ccccc4)cc32)cc1	i
Cc1ccc(CN(Cc2ccco2)C(=O)c2oc3c(C)c(C)ccc3c2C)cc1	?
Cc1ccc(S(=O)(=O)c2nc(-c3ccco3)oc2SC(C)c2ccccc2)cc1 (stereo unspecified)	?
Cc1ccc(-c2ncc(NC(=O)c3ccc(Cl)s3)cn2)cc1	?
COCC(=O)N1CCC(C(NC(=O)c2ccccc2)C(=O)N2CCCCC2)CC1 (stereo unspecified)	-6%
CCCNC(=O)N(C1CCOCC1)C1CCN(C(=O)CCc2ccc(OC)cc2)CC1	i
c1cncc(-c2noc(C3CCCN(Cc4cc5n(n4)CCNC5)C3)n2)c1 (stereo unspecified)	-6%
O=C(c1ccn[nH]1)N1CCC(Oc2ncccc2C(=O)N2CCCCC2)C1 (stereo unspecified)	5%
O=C(CO)N1CCCC(N2CCN(c3cccc(C(F)(F)F)c3)CC2)C1 (stereo unspecified)	-1%
O=C(Nc1nnc(S(=O)(=O)N2CCCCCC2)s1)c1ccccc1Br	-11%
O=c1c2cnn(-c3ccc(F)cc3)c2ncn1Cc1cccc(Cl)c1	41%[0.594 µM]
C#CCN(C)Cc1nc(C2(O)CCN(C(=O)C3CCCCC3)CC2)cs1	?
O=C1CC2CCCC(C1)N2C(=O)c1ccccc1F	41%[activator][44.1 µM]
O=C1CCN(C(=O)COc2ccccc2)CCCC(c2nc(-c3cccnc3)no2)CCN1 (stereo unspecified)	-3%
Cn1nc(-c2ccccc2F)c2cc(C(=O)NCc3ccccc3Cl)sc21	i
O=C(Cn1ccc2ccccc21)Nc1ccc2c(c1)C(=O)N1CCC[C@H]1C(=O)N2	-2%
O=C(CCn1ccn2nc3c(c2c1=O)CCCC3)Nc1ccc2c(c1)OCO2	?
O=C(NCC1CC1)c1cc2n(n1)CC(c1ccc3c(c1)OCO3)OC2 (stereo unspecified)	i
O=C(CCn1ccc2cc(S(=O)(=O)N3CCCC3)ccc21)NCc1ccccc1F	i
COCCNC(=O)C[C@@H]1C[C@@H](C(C)C)[C@H](CNS(=O)(=O)c2ccc(OC)cc2)C=C1C	?

Remaining list, next part.
SMILES	Pf Dd2 inh
COc1ccc(C2(C(=O)N3CCCC(CN4CCCC4)CC3)CC2)cc1 (stereo unspecified)	3.2µM*
CCOc1ccc(CCNC(=O)c2cc(=O)[nH]c3ccc(S(=O)(=O)N4CCCCC4)cc23)cc1OCC	-8%
CCN(CC)c1nn2c(=O)c(C(=O)NCc3ccc(OC)cc3OC)cnc2s1	13%
COCCNC(=O)C[C@@H]1O[C@H](CNCc2cccc(Cl)c2)[C@@H](O)[C@H]1O	23%[44.1 µM]
Cc1ccc(-n2ncc3c(=O)n(Cc4ccccc4C)cnc32)cc1C	-7%
Cc1noc(-c2ccc(OC3CN(C(=O)CCc4ccccc4)C3)cc2)n1	i[5.79 µM]
COCCNc1cc(-c2cc(C(F)(F)F)ccn2)c2cc[nH]c2n1	10µM*
O=C1Nc2ccccc2CC12CCN(Cc1ccccc1)C2 (stereo unspecified)	?
Cc1nc(-c2cccc(NC(=O)N[C@H](C)c3onc(C)c3C(=O)O)c2)no1	17%[44.1 µM]
Cc1noc([C@@H](C)NC(=O)Cc2ccccc2)c1C(=O)O	15%[44.1 µM]
CCC1(C(=O)NCc2ccc(F)cc2)CCCCC(=O)N1 (stereo unspecified)	21%
Cc1cnc(C2CC2)n1C1CCCN(C(=O)c2ccco2)C1 (stereo unspecified)	?
CC(=O)N1CCCC1c1nc2ccccc2n1Cc1ccc(F)cc1 (stereo unspecified)	23%
COc1cc(F)ccc1-c1nccc2c(=O)cc(-c3cccnc3)oc12	i
CN1CC2(CCN(Cc3cc(C#N)n(C)c3)CC2)CC(c2ccccc2)C1=O (stereo unspecified)	?
CC(=O)NCCCC(=O)N1CCC2(CC1)CC(N[S+](C)(=O)[O-])c1ccccc12 (stereo unspecified)	12%
CCn1ccc(C(=O)N2CCOc3ccc(CCC(N)=O)cc3C2)n1	-23%
Cc1ccc(C)c(NC(=O)CSc2ncc(S(=O)(=O)c3ccc(C)c(Cl)c3)c(=O)[nH]2)c1	i
CCN1c2cc(C(=O)NCc3ccccc3)ccc2C(=O)N2CCCCCC21 (stereo unspecified)	i
CCC(C)NC(=O)CC1=CSC2=NC(C)=C(C(=O)Nc3ccccc3)C(c3cccc(C)c3)N12 (stereo unspecified)	-12%
COc1ccccc1CNC(=O)CCn1cnc2ccccc2c1=O	20%
O=C(Cn1c(=O)n(-c2ccccc2)c(=O)c2c3c(sc21)CCCC3)Nc1ccc(F)cc1	19%
CCc1nc(CN2CCOc3c(O)cc(-c4nc(C)cnc4C)cc3C2)no1	-3%
Cc1cc(NC(=O)Cn2nc(C)n3cccc3c2=O)ccc1Br	19%
COCC(=O)N1CCCC(C(=O)NCCc2noc(C3CCCC3)n2)C1 (stereo unspecified)	-14%

(list continues)
SMILES	Pf Dd2 inh
Cc1nc(-c2ccc(F)cc2)n(Cc2cccc(C(F)(F)F)c2)c(=O)c1CCO	-7%
Cc1ccc(C(=O)NC[C@H]2O[C@@H](CC(=O)NC(C)C)[C@H](O)[C@@H]2O)cc1	32%[activator][44.1 µM]
CC(=O)Nc1ccc(C2(C(=O)N3CCN(c4ccccn4)CC3)CCCCC2)cc1	?
O=C(c1ccc(F)cc1Cl)N1CCC(Cc2nc(-c3ccccc3)no2)CC1	i
c1ccc(-c2nnc3ccc(NC4CC4)nn23)nc1	32%[activator][44.1 µM]
N#CCn1ccn2nc3c(c2c1=O)CCCC3	i
O=C(NCCc1ccc(Cl)cc1)C1CCN(c2ncnc3c2nc2n3CCCCC2)CC1	2%
Cc1nc(CCN(C)C(=O)C2C3C(=O)N(C4CCCCCC4)C[C@@]34C=C[C@@H]2O4)no1 (stereo partly specified)	-6%
COc1ccccc1N1CCN(c2ncc3c(n2)CCN(Cc2ccccc2F)C3)CC1	42%[activator][5.79 µM]
NC(=O)N1CCCC(C(=O)NCCc2noc(-c3ccccc3)n2)C1 (stereo unspecified)	-1%
Cc1ccc2nc(-c3cccc(NC(=O)c4cccc5ccccc45)c3)oc2c1	-20%

The list is partial (hit frequency here may not be typical).
